# Bioassay records as filed in PubChem.
# Salmonella PhoP GFP: PhoP regulon inhibitors, Salmonella typhi PhoP promoter GFP reporter, confirmatory (AID 1850). inhibition, % at 50 µM, or IC50 in µM where a hit was titrated. Salmonella Typhi PhoP-promoter GFP reporter, fluorescence, 4 h; higher % means a stronger effect. 0.33% of 310,000 active; in the data active = a potency from the dose series; inconclusive = inhibition mostly from about 25% at the one dose, without a potency; inactive = the rest, 99 in 100 with inhibition below about 19%;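 note: 0% = induced wells with vehicle and 100% = uninduced wells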
# inhibitors of VEEV: inhibitors of VEEV TC-83 cytopathic effect, confirmation, Vero cells (AID 588727); Vero cells, VEEV TC-83 cytopathic effect inhibition; higher % means a stronger effect; inhibition, % at 20 µM; hits with a dose series show IC50 in µM; 0.13% of 350,000 active; in the data active = a potency from the dose series; inconclusive = inhibition mostly from about 14% at the one dose, without a potency; inactive = the rest, 99 in 100 with inhibition below about 12%; note: strong numbers were not always called active
# M. tuberculosis HTS: M. tuberculosis growth inhibition, HTS (AID 449762); M. tuberculosis H37Rv growth inhibition, 7H9 media; higher % means a stronger effect; one-dose inhibition, % at 25 µM; IC50 in µM for titrated hits; 0.59% of 330,000 active; in the data active = a potency from the dose series; inconclusive = inhibition above about 70% without an active follow-up result;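 note: bacterial growth assessed after seven days of incubation; strong numbers were not always called active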
# H1N1 NS1A inhibition: H1N1 influenza NS1A inhibitors, functional cell based assay (AID 504329); one-dose inhibition, % at 12.5 µM; IC50 in µM for titrated hits; NS1A functional cell-based assay, percent inhibition; higher % means a stronger effect; 0.3% of 340,000 active; in the data active = a potency from the dose series; inconclusive = inhibition above about 27% without an active follow-up result; note: strong numbers were not always called active
# tuberculosis growth: growth inhibition of non-replicating M. tuberculosis (AID 488890); Mycobacterium tuberculosis non-replicating, growth inhibition; higher % means a stronger effect; inhibition, % at 25 µM; hits with a dose series show IC50 in µM; 0.39% of 320,000 active; in the data active = a potency from the dose series; inconclusive = inhibition mostly from about 82% at the one dose, without a potency; inactive = the rest, 99 in 100 with inhibition below about 76%;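 note: plate controls were DMSO cells for no effect and high antibiotic wells for full effect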
# inhibitors of VEEV 10K pilot screen: second read-out of inhibitors of VEEV, no call of its own (marks repeat the call); inhibition, %; measured here: 10K pilot screen inhibition
# The depositor's hits bear a star; i = inactive; u = inconclusive; x = no result given.
SMILES,Salmonella PhoP GFP,inhibitors of VEEV,M. tuberculosis HTS,H1N1 NS1A inhibition,tuberculosis growth,others
COc1ccccc1N1CCN(C(=O)NC23CC4CC(CC(C4)C2)C3)CC1,-6%,0.4%,11%,-1%,56%,
Cc1c(N2C(=O)CS/C2=N\N=C\c2ccc(Cl)cc2)c(=O)n(-c2ccccc2)n1C,0%,i,-2%,-3%,4%,
Cc1ccc(N2CC(=O)Nc3c(sc4nc(C)cc(C)c34)C2=O)cc1,4%,1.4%,4%,-21%,x,
Cc1ccc(NC(=O)C2=C(c3ccccc3)S(=O)(=O)CCS2(=O)=O)cc1,5%,7.1%,8%,6%,2µM*,
COC(=O)C1=C(C)OC(N)=C(C#N)C1c1cc(OC)ccc1OC (stereo unspecified),0%,0.4%,-3%,5%,-11%,
CCCCc1nc2c(=O)[nH]c3ccccc3c2o1,3%,4.7%,-3%,-1%,-17%,
CCCC1(C(=O)OCC)NC(c2ccc(N(C)C)cc2)C2C(=O)N(c3ccccc3)C(=O)C21 (stereo unspecified),12%,5.7%,-8%,8%,20%,
Cn1ncc2nnn(-c3ccccc3)c(=O)c21,2%,i,9%,-3%,-2%,
O=C(CSc1nc2nc(-c3cccs3)cc(C(F)(F)F)c2c(=O)[nH]1)C(F)(F)F,-5%,6.7%,-3%,-3%,-10%,
Cc1ccc(NC(=O)Cn2cncc2-c2ccc([N+](=O)[O-])cc2)cc1C,-3%,1.3%,-2%,-10%,23%,
CCC(=O)Nc1ccccc1-c1nc2ccccc2[nH]c1=O,-4%,i,1%,-7%,28%,
O=C(c1cc(COc2ccc3ncccc3c2)on1)N1CCCC(O)C1 (stereo unspecified),4%,0.7%,-7%,1%,3%,
Cc1nc2ccc(N=NC3=C(O)CCCC3=O)cc2s1,-13%,1.1%,-1%,7%,-7%,
CCCc1nc(-c2ccc(-c3ccc(F)cc3)cc2)no1,x,i,-5%,-11%,36%,
CN(CC(=O)Nc1cccc(F)c1)C(=O)CCc1nc2sc3c(c2c(=O)[nH]1)CCCC3,1%,i,44%,-1%,-6%,
CC1CCC(N2CCN(C(=O)c3ccccc3F)CC2)CC1 (stereo unspecified),-5%,0.6%,-4%,-5%,24%,
O=C(Nc1cccs1)N1CCN(c2ncccn2)CC1,8%,0.0%,-4%,-16%,-17%,
CCN1CCCC1Cn1cnc2c([nH]c3ccc(OC)cc32)c1=O (stereo unspecified),1%,0.5%,-2%,9%,3%,
Cn1c(SCc2cc(=O)n3cc(Br)ccc3n2)nnc1C1COc2ccccc2O1 (stereo unspecified),-2%,0.4%,-4%,-5%,7%,
CCCCCCCCCCCCN1C/C(=C\C(=O)OCC)c2ccccc2S1(=O)=O,-1%,2.9%,-1%,1%,14%,
Cc1cc(C)nc(N2CCCC(C(=O)Nc3ccc4nc(C)c(C)nc4c3)C2)n1 (stereo unspecified),-3%,2.0%,-4%,16%,17%,
O=C(c1ccc(Cl)c([N+](=O)[O-])c1)N1CCN(c2ccccc2)CC1,1%,8.2%,-3%,2%,28%,
COc1cc(C)c(Br)cc1S(=O)(=O)NCCCN1CCOCC1,-4%,0.2%,-1%,-5%,5%,
CCCCOc1ccc(C(=O)NCC(=O)NCC(c2ccc(OC)cc2)N2CCCC2)cc1 (stereo unspecified),4%,2.5%,19%,-1%,15%,
COC(=O)c1cccn(CC(=O)c2ccc(Cl)cc2)c1=O,5%,1.4%,6%,2%,-5%,
SMILES,Salmonella PhoP GFP,inhibitors of VEEV,M. tuberculosis HTS,H1N1 NS1A inhibition,tuberculosis growth,others
O=C(CSc1ccccn1)Nc1ccc(F)c([N+](=O)[O-])c1,12%,1.6%,-4%,11%,42%,
CC(=O)Nc1cccc(NC(=O)CSc2nnc3ccc(-c4ccncc4)nn23)c1,10%,2.1%,6%,-5%,-8%,
CCOC(=O)C(C)c1nn(C)c(=O)c2ccccc12 (stereo unspecified),9%,2.8%,-5%,1%,-1%,
NNc1nc(-c2ccccc2Cl)nc2sc3c(c12)CCCC3,2%,7.9%,12%,18%,11%,
O=[N+]([O-])c1cccc(-c2nnc(SCc3cccnc3)o2)c1,12%,3.1%,4%,11%,x,
O=C(NCc1ccco1)C1CCCN(S(=O)(=O)c2ccc(Cl)cc2)C1 (stereo unspecified),-9%,2.6%,-1%,-4%,1%,
O=C(CCN1C(=O)c2ccccc2C1=O)NCc1ccc(Cl)cc1,4%,0.2%,4%,11%,-24%,
CN(Cc1ccccc1)C(=O)C1CCN(Cc2ccc(F)cc2)CC1,6%,2.4%,-7%,17%,-4%,
Cc1cccc(N2CCN(C(=O)C(C)n3nc(C)n4c(cc5occc54)c3=O)CC2)c1C (stereo unspecified),-2%,6.8%,45%,6%,27%,
NS(=O)(=O)c1ccc(NC(=O)COc2cccc3ccccc23)cc1,-1%,3.5%,8%,-4%,6%,
CC(C)Sc1nnc([C@H](C)NC(=O)OC(C)(C)C)o1,-5%,i,2%,1%,-12%,
CNC(=O)CSc1nc2nn(-c3ccccc3)c(=O)c-2c2n1CCCCC2,-5%,12%,-5%,2%,-6%,
S=c1[nH]c2cc(-c3ccccc3)ccc2o1,1%,0.7%,u,12%,u,
O=C(CNC(=O)C12CC3CC(CC(C3)C1)C2)OCc1cc(=O)n2cc(Br)ccc2n1,7%,i,7%,7%,5%,
CCn1nc(NC(C)=O)c2cc3cccc(C)c3nc21,-9%,1.1%,8%,-15%,2%,
CCOC(=O)c1c(NC(=O)C2C3C=CC(C3)C2C(=O)O)sc2c1CCC(CC)C2 (stereo unspecified),4%,1.9%,-1%,5%,23%,
COC(=O)c1sc2nc(SCc3ccccc3C)n(N)c(=O)c2c1C,0%,i,-6%,-5%,-8%,
COc1ccc(OC)c(-c2nnc(SCC(=O)N3CCCc4ccccc43)o2)c1,13%,9.1%,-6%,-1%,0%,
CCOC(=O)C1CCN(C(=O)Cn2nc(C)c3c(C)n(-c4ccccc4)nc3c2=O)CC1,1%,0.2%,-1%,4%,-8%,
CCOC(=O)c1sc(NC(=O)CCCn2nc([N+](=O)[O-])c(Cl)c2C)c(C(=O)OCC)c1C,-4%,i,10%,-10%,-17%,inhibitors of VEEV 10K pilot screen=1.8
O=C1CC(Nc2cc(=O)[nH]c(=O)[nH]2)C(=O)N1c1ccccc1Cl (stereo unspecified),3%,6.0%,-7%,12%,-10%,
Cc1ccccc1/C=C1\SC(=S)N(/N=C/c2cc([N+](=O)[O-])ccc2O)C1=O,-1%,2.1%,7%,-5%,66%,
Nc1c(C(=O)Nc2nc3ccccc3s2)sc2nc(-c3cccs3)ccc12,-10%,9.1%,3%,-8%,-4%,
COc1cccc(C(=O)NCCS(=O)(=O)N2CCC3(CC2)OCCO3)c1,6%,2.0%,-3%,-5%,-10%,
Cc1cc(C)c2[nH]c(=O)c(C(c3nnnn3Cc3ccc4c(c3)OCO4)N3CCCCC3)cc2c1 (stereo unspecified),12%,4.3%,0%,0%,36%,

# Molecules listed so far that contain fluorine (six):
SMILES,Salmonella PhoP GFP,inhibitors of VEEV,M. tuberculosis HTS,H1N1 NS1A inhibition,tuberculosis growth,others
O=C(CSc1nc2nc(-c3cccs3)cc(C(F)(F)F)c2c(=O)[nH]1)C(F)(F)F,-5%,6.7%,-3%,-3%,-10%,
CCCc1nc(-c2ccc(-c3ccc(F)cc3)cc2)no1,x,i,-5%,-11%,36%,
CN(CC(=O)Nc1cccc(F)c1)C(=O)CCc1nc2sc3c(c2c(=O)[nH]1)CCCC3,1%,i,44%,-1%,-6%,
CC1CCC(N2CCN(C(=O)c3ccccc3F)CC2)CC1 (stereo unspecified),-5%,0.6%,-4%,-5%,24%,
O=C(CSc1ccccn1)Nc1ccc(F)c([N+](=O)[O-])c1,12%,1.6%,-4%,11%,42%,
CN(Cc1ccccc1)C(=O)C1CCN(Cc2ccc(F)cc2)CC1,6%,2.4%,-7%,17%,-4%,

# Additional records follow:
SMILES,Salmonella PhoP GFP,inhibitors of VEEV,M. tuberculosis HTS,H1N1 NS1A inhibition,tuberculosis growth,others
O=C(Nc1ccccc1)N(CCCN1CCOCC1)Cc1ccccc1F,-4%,i,-5%,-19%,2%,
COC(=O)CSC1=C(C#N)C(c2cccc(OC)c2)CC(=O)N1 (stereo unspecified),-17%,0.1%,1%,0%,-4%,
COc1ccc(OC)c2sc(N3CCN(c4ccccc4)CC3)nc12,5%,3.8%,-2%,-4%,2%,
COc1cc(CNC(C)C)ccc1OCC(=O)Nc1cccc2ccccc12,-2%,0.6%,-7%,-4%,10%,
CCN1CCN(c2ccc(NC(C)=O)cc2Cl)CC1,-3%,0.2%,-2%,4%,-5%,
CCOc1ccc(N2C(=O)CC(NC3CCN(C(=O)c4cccc(Cl)c4)CC3)C2=O)cc1 (stereo unspecified),-5%,5.1%,1%,-5%,-5%,
Cc1cc(S(=O)(=O)N2CCCC2)ccc1OCC(=O)Nc1ccc(C(N)=O)cc1,x,7.1%,-5%,-17%,-2%,
CCOC(=O)c1cccc(NC(=O)CCc2nc(-c3ccccc3F)no2)c1,15%,6.5%,-3%,5%,17%,
O=C(/C=C/c1cccnc1)c1ccc([N+](=O)[O-])cc1,12%,4.1%,u,13%,76%,
CC(C)CNC(=O)c1nn(Cc2ccccc2)c(=O)c2ccccc12,8%,1.6%,19%,8%,22%,
CC(=O)C1=C(C)N(Cc2ccccc2)C(=O)N[C@H]1c1cccc(C(F)(F)F)c1,-2%,i,-5%,5%,10%,
Oc1ccc(N2CCN(c3ncnc4sc5c(c34)CCC5)CC2)cc1,-4%,7.5%,1%,16%,27%,
C=CCN1C(=O)C2(OCCCO2)c2cc(Cl)ccc21,-5%,0.7%,-1%,0%,30%,
O=C(COc1ccc(Br)cc1Cl)NC(=O)Nc1ccc2c(c1)OCCO2,6%,0.3%,-4%,0%,-1%,
COc1ccc(C)cc1NC(=O)CSc1nc2ccccc2nc1N1CCCCC1,2%,6.2%,0%,-4%,-6%,
O=C(O)c1ccc(Nc2ccc([N+](=O)[O-])c3nonc23)cc1,12%,1.2%,1%,3%,x,
CCN1CCN(S(=O)(=O)c2ccc(Cl)c(C(=O)N(C)CCOc3ccc(Cl)cc3)c2)CC1,9%,3.4%,15%,2%,30%,
O=C(NCCc1ccco1)c1cc(COc2cccc(C(F)(F)F)c2)on1,-7%,6.4%,19%,-8%,56%,
CCOC(=O)CSc1nc2c(sc(=S)n2-c2ccccc2)c(=O)[nH]1,-12%,i,-2%,4%,41%,
COc1ccccc1Nc1nnc(SCC(=O)NC2CC2)s1,x,3.3%,5%,-7%,0%,
Cc1ccc(C)c(-n2c(SCC(=O)Nc3nnc(C)s3)nnc2-c2ccoc2C)c1,7%,7.8%,2%,-1%,43%,
O=C(CCc1ccccc1)N1CCN(c2ccc(Cl)cc2)CC1,-7%,0.6%,-1%,1%,77%,
O=C(CCNS(=O)(=O)c1ccc(Br)cc1)NCc1ccc2c(c1)OCO2,3%,i,-10%,7%,6%,
CCCCCC(=O)NC(NC(=S)N1CCOCC1)C(Cl)(Cl)Cl (stereo unspecified),-6%,2.0%,-9%,0%,12%,
COc1ccc(C(CNC(=O)c2ccc(Cl)s2)N2CCOCC2)cc1 (stereo unspecified),-2%,2.7%,0%,-16%,27%,
SMILES,Salmonella PhoP GFP,inhibitors of VEEV,M. tuberculosis HTS,H1N1 NS1A inhibition,tuberculosis growth,others
CCN(CC)C(=S)SCC(=O)Nc1ncc2c(n1)CCCC2=O,-4%,0.4%,-6%,11%,0%,
COc1ccc(C(=O)NNC(=O)C(=O)NCc2ccccc2)cc1,-2%,1.0%,8%,9%,u,
CN1CCc2nc(SCC(=O)OC(C)(C)C)c(C#N)cc2C1,-2%,1.9%,-7%,5%,28%,
CN(C)CC(C)(C)CNC(=S)Nc1ccc(S(=O)(=O)N2CCOCC2)cc1,-7%,0.5%,4%,1%,-9%,
COCCC1CCCCN1C(=O)c1cc(COc2ccc(-n3cncn3)cc2)on1 (stereo unspecified),-8%,i,1%,6%,-9%,
CC(C)(C)OC(=O)C[C@@H]1C/C=C\C[C@@H](CC(=O)N(CCO)Cc2ccccc2)C(=O)NCCOC1=O,x,i,-2%,9%,11%,
Cc1cc(=O)c(C(=O)O)cn1-c1ccc(C(C)C)cc1,-11%,i,1%,6%,-1%,
Cc1cc(O)c(-c2cc(C(=O)NCc3ccc4c(c3)OCO4)[nH]n2)cc1C,-15%,i,1%,-16%,8%,
COc1cc(C)nc(NS(=O)(=O)c2ccccc2Cl)n1,-7%,1.9%,4%,-6%,62%,
Cc1ccc(N2CCN(c3ccc(C)cc3)C2c2ccncc2)cc1,-5%,1.3%,14%,6%,18%,
CCOC(=O)c1c(NC(=O)CSc2n[nH]c(-c3ccco3)n2)sc(C)c1C,-9%,8.1%,-6%,-4%,3%,
